aSyn yeast inh – inhibitors of alpha-synuclein toxicity in yeast | Yeast expressing alpha-synuclein, growth rescue, BacTiter-Glo, 24 h | 370,000 tested, 0.14% active | Potency, µM (highest dose often 46.1 µM), inactives show at the top dose growth rescue (activation), usual class: activators; further: potency means the concentration at half of the fitted maximal effect; % of control where 0% means no effect; nearly all actives have a fitted effect of over 65% in size
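Readout is rescue of growth in alpha-synuclein-expressing yeast, so inhibitors of toxicity appear as activators. Growth after 24 hr at 30 deg C in galactose medium is quantified by luminescence.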
EPAC2 antagonist – antagonists of human EPAC2. 360,000 tested, 0.18% active. Potency, µM (highest dose often 114 µM), for the others: at the highest dose activity, negative = inhibition, usual class: inhibitors. EPAC2 GEF exchange of Rap1B-BODIPY-GDP, fluorescence. AID 720708; further: potency means the concentration at half of the fitted maximal effect; on the % scale 0 is the no-effect control and ±100 the full control effect; nearly all actives have a fitted effect of over 45% in size; many of its hits are not listed in these tables
Target sequence (Q8WZA2 whole entry, looked up): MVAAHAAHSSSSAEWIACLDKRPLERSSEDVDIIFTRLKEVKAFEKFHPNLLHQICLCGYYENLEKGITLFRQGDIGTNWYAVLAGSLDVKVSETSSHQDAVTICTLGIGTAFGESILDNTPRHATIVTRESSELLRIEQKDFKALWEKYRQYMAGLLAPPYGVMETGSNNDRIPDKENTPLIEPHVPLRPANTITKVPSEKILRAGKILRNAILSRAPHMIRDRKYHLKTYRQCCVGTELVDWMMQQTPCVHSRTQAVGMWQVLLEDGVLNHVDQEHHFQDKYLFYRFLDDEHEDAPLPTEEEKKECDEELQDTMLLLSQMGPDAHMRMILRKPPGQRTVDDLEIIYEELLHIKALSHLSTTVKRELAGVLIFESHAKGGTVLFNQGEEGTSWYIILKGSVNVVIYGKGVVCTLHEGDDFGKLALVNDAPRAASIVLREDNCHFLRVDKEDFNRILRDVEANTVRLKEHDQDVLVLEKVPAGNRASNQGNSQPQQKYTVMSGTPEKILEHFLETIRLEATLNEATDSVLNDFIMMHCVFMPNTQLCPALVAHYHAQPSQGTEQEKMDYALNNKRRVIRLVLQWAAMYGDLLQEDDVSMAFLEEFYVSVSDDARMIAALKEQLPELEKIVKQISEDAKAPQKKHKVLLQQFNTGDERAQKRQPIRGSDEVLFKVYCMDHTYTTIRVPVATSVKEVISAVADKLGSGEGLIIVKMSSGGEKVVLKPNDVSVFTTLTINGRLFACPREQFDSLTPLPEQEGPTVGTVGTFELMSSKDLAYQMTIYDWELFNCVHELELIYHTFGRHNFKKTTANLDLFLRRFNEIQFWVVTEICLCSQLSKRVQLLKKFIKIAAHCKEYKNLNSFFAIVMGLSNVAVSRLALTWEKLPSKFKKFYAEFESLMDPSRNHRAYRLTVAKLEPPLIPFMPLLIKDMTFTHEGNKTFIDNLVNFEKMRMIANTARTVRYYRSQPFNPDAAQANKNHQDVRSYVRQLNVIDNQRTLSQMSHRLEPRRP
EPAC2 agonist – activates human EPAC2 exchange factor | EPAC2 activation, biochemical qHTS; response scale: 100% = 6.5 mM cAMP response | Potency, µM (doses to about 154 µM), for inactives: at the top dose activation, hits mostly activators | 360,000 tested, 0.079% active | Q8WZA2; further: potency means the concentration at half of the fitted maximal effect; nearly all actives have a fitted effect of over 50% in size
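Readout is BODIPY fluorescence (480 nm excitation, 540 nm emission), which falls as labeled GDP is exchanged off Rap1B. EPAC2 at 100 nM acted on 250 nM RAP1B-BODIPY-GDP with 50 uM GDP present.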
DRD3 antagonist – D3 dopamine receptor (human) antagonism | D3R cells, DiscoveRx beta-arrestin luminescence, antagonist mode; stronger effect = lower value | P35462 | max response, negative = inhibition, % | 360,000 tested, 2.5% active | AID 652054; in the data active means max response below about -50%; inconclusive means no clear call, values can overlap the other calls; further: on the % scale 0 is the no-effect control and ±100 the full control effect; mostly tested at two doses, the higher about 12 µM
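Cells plated overnight at 1500 cells/well, then exposed to library compounds with dopamine controls for 90 minutes at 37 degrees C. DiscoveRx reagent added for 30–60 minutes at room temperature; luminescence read, quantitative HTS format.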
DRD3 agonist – D3 dopamine receptor (human) agonism. max activation, %. D3R DiscoveRx beta-arrestin cells, luminescence, 90 min. 410,000 tested, 0.58% active; in the data active means max activation above about 30%; further: 0% is about no effect; mostly tested at two doses, the higher about 12 µM
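Agonist-mode cell screen: cells plated at 1500/well and incubated overnight at 37 °C, then exposed to library compounds for 90 min at 37 °C. Detection reagent was added for 30–60 min at room temperature, and luminescence was read.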
Abeta yeast res – restores growth of yeast expressing A-beta42 peptide; yeast expressing A-beta42, growth rescue, OD600, 48 h; response scale: 0% DMSO, 100% iron-clioquinol control; Potency, µM (highest dose often 46.1 µM), for inactives: top-dose growth rescue, hits mostly activators; 410,000 tested, 0.063% active; AID 1347071; further: potency means the concentration at half of the fitted maximal effect; nearly all actives have a fitted effect of over 55% in size
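Yeast A-beta toxicity model in growth medium with pinned compounds, 48 h at 30 C; growth read as absorbance at 600 nm. Normalized to FeCl3/clioquinol equimolar mix (positive) and DMSO (negative).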
FUS suppressor – FUS proteinopathy suppression in yeast. Potency, µM (highest dose often 76.6 µM), for the others: at the highest dose growth rescue (activation), actives largely listed as activators. S. cerevisiae FUS-expressing, growth rescue, OD600, 24 h. 390,000 tested, 0.24% active. AID 1347120;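 further: potency means the concentration at half of the fitted maximal effect; plate controls were DMSO vehicle for no effect and reference control for full effect; nearly all actives have a fitted effect of over 55% in size; some results filed as inactive show a strong effect at the top dose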
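Compound concentration series was pinned onto galactose-induced FUS-expressing yeast seeded at OD 0.005. Plates sat 24hr at 30C; absorbance at 600 nm gave growth. DMSO served as background control.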
TDP43 rescue – rescues yeast growth from TDP-43 toxicity; TDP-43 expressing yeast growth rescue, BacTiter-Glo, 24 h; Potency, µM (doses to about 46.1 µM), for inactives: top-dose growth rescue (activation), actives largely listed as activators; 410,000 tested, 1.8% active; AID 652104; further: potency means the concentration at half of the fitted maximal effect; % of control where 0% means no effect; nearly all actives have a fitted effect of over 50% in size
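In this qHTS, compounds that restore growth of yeast expressing TDP-43 appear as activators. Cells (OD600=0.02, galactose medium, raffinose-pregrown) are incubated with compound 24 hr at 30 deg C and growth is quantified by BacTiter-Glo.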
* = called active by the depositor; ? = inconclusive; nt = no result given; & = joins results of further samples; [ ] = dose if it differs, or a comment. Unless noted, the call rests on the fitted dose curve; in most records, active means well fitted curve in the direction sought with a large enough effect; inconclusive means small, poorly fitted or top-dose-only effect, or another doubt; inactive means no such curve, though single readings can be large; an effect the other way counts as inactive or inconclusive. Some of the compounds tested. The share of hits here may be higher or lower than overall.

Preview:
Values run as follows: aSyn yeast inh	EPAC2 antagonist	EPAC2 agonist	DRD3 antagonist	DRD3 agonist	Abeta yeast res	FUS suppressor	TDP43 rescue
1. O=C(O)C1CCN(C(=O)c2ccccc2Cl)CC1
    2%	12%	2%	17	8	0%	3%	-28%
2. O=C(CC1OC(=O)c2ccccc21)c1ccco1 (stereo unspecified)
    -4%	0%	-4%	0	-2	9%	0%	4%

The whole of this part, repeating the preview:
Values run as follows: aSyn yeast inh	EPAC2 antagonist	EPAC2 agonist	DRD3 antagonist	DRD3 agonist	Abeta yeast res	FUS suppressor	TDP43 rescue
1. O=C(O)C1CCN(C(=O)c2ccccc2Cl)CC1
    2%	12%	2%	17	8	0%	3%	-28%
2. O=C(CC1OC(=O)c2ccccc21)c1ccco1 (stereo unspecified)
    -4%	0%	-4%	0	-2	9%	0%	4%
3. CC1CCCCN1C(=O)c1c(Cl)cnn1C (stereo unspecified)
    3%	4%	2%	8	4	1%	-4%	-1%
4. O=C(Nc1c(C(=O)Nc2ccccc2)cnn1-c1ccccc1)c1ccco1
    4%	-1%	11%	3	-3	-4%	6%	-17%
5. C/C(=N\Nc1nc(-c2ccccc2O)nc2ccccc12)c1ccccc1
    -6%	-2%	-1%	0	8	-5%	17%	-4%[0.397 µM]
6. CC(=O)Nc1ccc(S(=O)(=O)NCc2ccc3[nH]c(C)cc3c2)cc1
    0%	-4%	21%	-20	-6	4%	?	7%
7. CCN(C(=O)CSc1nc2ccccc2c(=O)n1CCOC)C1CCS(=O)(=O)C1 (stereo unspecified)
    2%	1%	4%	3	-2	-11%	-18%	0%
8. CCOC(=O)c1c(NC(=O)c2ccc(F)cc2)sc2c1CCC(CC)C2 (stereo unspecified)
    nt	nt	nt	nt	-3	-5%	12%	0%
9. CN(C)c1nc(N)c2nccnc2n1
    -7%	-11%	6%	-7	-5	0%	nt	11%
10. Cc1ccccc1C(=O)Nc1ccc(C(=O)NNC(=O)CCCOc2ccc(Cl)cc2Cl)cc1
    0%	11%	1%	-27	-11	1%	37%	0%
11. COC(=O)c1cc(NC(=S)Nc2cc(Cl)cc(Cl)c2)cc(C(=O)OC)c1
    18%	-1%	9%	0	-18	-11%	nt	?
12. O=C(OCn1nnc2ccccc2c1=O)c1ccco1
    7%	8%	18%	-21	-1	0%	-20%	25%
13. CCCNC(=O)c1ccc(COc2ccc(Cl)cc2)o1
    -6%	-8%	-3%	8	3	2%	-12%	18%
14. O=C(NCCc1ccccc1)c1cccc(S(=O)(=O)N2CCCCC2)c1
    -2%	?	7%	3	-13	0%	nt	-3%
15. NC(=O)NCC(c1ccccc1)C1CCCCC1 (stereo unspecified)
    3%	-20%	1%	5	-4	-10%	-13%	-3%
16. O=C(CCn1cnnn1)Nc1cc(C(F)(F)F)cc(C(F)(F)F)c1
    -5%	nt	nt	nt	-16	-21%	-20%	-10%
17. NC(=O)CCN1CCN(S(=O)(=O)/C=C/c2ccccc2)CC1
    -4%	0%	1%	-2	-14	-19%	-1%	-11%
18. Cc1c(OCC(=O)C(C)(C)C)ccc2c(-c3ccccc3)cc(=O)oc12
    2%	-3%	10%	5	0	?	-6%	25µM*
19. Nc1ccc(S(=O)(=O)O)cn1
    4%&-5%&0%	3%&4%&-2%	-6%&-2%&5%	3&11&-18	5&0&-4	3%&-14%&-5%	-44%&21%&15%	-9%&-6%&-25%
20. CCOc1ccc(NC2=CC(=O)CCC2)cc1
    -3%	-13%	4%	-13	5	-6%	17%	-24%
21. Cc1ccc(Cn2c(SCC(N)=O)nc3c2c(=O)n(C)c(=O)n3C)cc1
    0%	-4%	6%	-19	4	7%	-7%	-9%
22. C#CCNC(=O)C[C@@H]1C[C@@]2(C(=O)OCC)CCCC=C2N(CCC2=CCCCC2)C1=O
    1%	-11%	-6%	22	0	0%	12%	13%
23. CCCCn1c(O)c2n(c1=O)Cc1ccccc1N=C2c1ccccc1
    10%	11%	0%	20	19	-13%	-10%	-3%
24. Cc1cccc(C(=O)Oc2cccc3c(O)cccc23)c1
    -10%	-19%	29%	18	15	-8%	-8%	?
25. O=C(Nc1ccc2c3c(cccc13)CC2)c1ccco1
    -1%	-15%	2%	?	0	-7%	?	14%
26. NC(=O)N/N=C/c1ccc(-c2ccc([N+](=O)[O-])cc2)o1
    6%	14%	7%	-7	-1	-11%	14%	13%
27. COc1ccc(C(CC(=O)O)NS(=O)(=O)c2ccc3c(c2)NC(=O)CO3)cc1 (stereo unspecified)
    10%	-3%	-3%	1	-6	11%	5%	-9%
28. Cc1nc2c(-c3ccc(F)cc3)c(C)nn2c(C)c1CCC(=O)N1CCN(c2ccccn2)CC1
    0%	0%	5%	12	0	6%	-4%	0%
29. Cc1cccc(NC(=O)COC(=O)CCc2ccc(S(=O)(=O)N3CCOCC3)cc2)c1C
    5%	0%	6%	-1	5	11%	4%	-7%
30. CC(NC(=O)CCN1C(=O)c2ccccc2C1=O)c1ccc2c(c1)CCCC2 (stereo unspecified)
    -7%	16%	-6%	-22	-4	5%	nt	26%

Following part:
Values run as follows: aSyn yeast inh	EPAC2 antagonist	EPAC2 agonist	DRD3 antagonist	DRD3 agonist	Abeta yeast res	FUS suppressor	TDP43 rescue
31. CSc1nnc(C)c(=O)n1COC(=O)COc1ccccc1C
    10%	-2%	8%	6	-3	0%	-20%	11%
32. Cc1cc(OCC(=O)NN2C(=O)c3ccccc3C2=O)ccc1Cl
    0%	-8%	2%	0	-2	-6%	-18%	-16%
33. CCC(c1nnnn1-c1c(C)cccc1C)N1CCN(C/C=C/c2ccccc2)CC1 (stereo unspecified)
    -1%	3%	22%	?	-4	5%	-1%	6%
34. COc1ccc2oc(C(F)(F)C(F)(F)F)cc(=O)c2c1
    4%	-1%	-8%	-4	-2	8%	-8%	5%
35. Cc1ccc(S(=O)(=O)c2nc(S(=O)(=O)c3ccccc3)sc2N2CCN(CCO)CC2)cc1
    ?	-1%	2%	-74*	-18	9%	5%	12%
36. CCOC(=O)C[C@@H]1OC2CCCCC2N1S(=O)(=O)c1ccc(C)cc1 (stereo partly specified)
    -26%	-21%	8%	0	-14	-13%	?	-14%
37. COc1ccccc1C1CC(c2ccc(Cl)cc2)Nc2nc(N)nn21 (stereo unspecified)
    0%	-8%	1%	27	18	16%	28%	0%
38. Cc1ccc(OCC(=O)Nc2cccc(S(=O)(=O)N3CCCCCC3)c2)c([N+](=O)[O-])n1
    2%	-11%	-1%	13	-10	nt	4%	12%
39. N#C/C(=N\Nc1ccc(F)cc1)C(=N)N1CCCCCC1
    0%	6%	-5%	?	-10	8%	-7%	-10%
40. CN(CC(=O)O/N=C(\N)c1ccc(Br)cc1)S(=O)(=O)c1ccccc1
    1%	-10%	11%	-10	-4	-1%	2%	?
41. CN(C)c1ccc(Cc2cc3c(O)ccc(O)c3cc(Cc3ccc(N(C)C)cc3)c2=O)cc1
    0%	-5%	10%	-51*	-2	-9%	nt	-7%
42. O=S(=O)(NCC(c1ccco1)S(=O)(=O)c1ccccc1)c1cc(F)ccc1F (stereo unspecified)
    nt	nt	nt	nt	1	-2%	1%	?
43. Cc1cccc(Cn2cccc2/C=C2/C(=N)N3C=CSC3=NC2=O)c1
    -4%	2%	11%	16	1	7%	nt	5%
44. CC(NC(=O)c1ccco1)C(=O)NC(C)c1cc(F)c(Cl)cc1Cl (stereo unspecified)
    0%	-10%	-11%	11	-13	-9%	23%	0%
45. CCOC(=O)C1=C(C)N(C)C(=S)NC1c1ccc(Cl)cc1 (stereo unspecified)
    2%	-5%	12%	8	3	-11%	11%	28%
46. CCCCn1c(N)c(N(CCOC)C(=O)C2CC(=O)N(c3ccc(CC)cc3)C2)c(=O)[nH]c1=O (stereo unspecified)
    2%	3%	6%	-1	6	15%	-8%	?
47. Cc1ccc(-n2ncc3c2ncn2nc(-c4ccco4)nc32)c(C)c1
    -2%	3%	-5%	-2	7	12%	23%	-4%
48. Cc1cccc(Cc2c(C)nc3nc(SCC(=O)NCc4ccco4)nn3c2C)c1
    -1%	4%	9%	2	3	12%	7%	5%
49. Cc1ccc(C(C)(C)C)c(OCCCn2ccnc2)c1
    5%	-17%	4%	15	17	23%	4%	13%
50. Cc1ccc(NC(=O)Cn2nnc3ccccc32)cc1
    0%	-6%	-10%	13	3	9%	3%	-12%
51. CN(c1ccccc1C(=O)Nc1ccc(CC#N)cc1)S(=O)(=O)c1ccccc1
    10%	-4%	8%	7	13	12%	7%	-2%
52. O=C(CCc1ccccc1)Nc1ncn[nH]1
    ?	4%	-6%	-2	1	17%	-29%	-4%
53. O=C(CCNS(=O)(=O)c1cccs1)Nc1nccs1
    9%	-3%	0%	12	-7	11%	-25%	-5%
54. CCN(CC(=O)NCc1ccc(Cl)cc1)C(=O)CCC(=O)c1ccc(F)cc1
    2%	0%	-4%	5	3	3%	1%	11%
55. COc1ccc(Br)cc1CNC(=O)C1CCN(c2nnc(N3CCCC3=O)s2)CC1
    5%	2%	-7%	4	-3	1%	6%	8%
56. CS(=O)(=O)Nc1ccc(C(=O)Nc2ccc3c(c2)OCO3)cc1
    0%	-15%	10%	1	-2	-6%	13%	-23%
57. O=C1C2C3CCC(C3)C2C(=O)N1c1ccc2ccccc2c1 (stereo unspecified)
    7%	1%	4%	3	0	-11%	-11%	19%
58. COc1ccccc1NC(=O)c1ccc(NC(=O)CSc2nnnn2C)cc1
    0%	5%	-5%	-26	0	2%	-9%	5%
59. c1ccc(CNc2c3c(nc4ncnn24)CCCC3)nc1
    -2%	1%	0%	16	4	-4%	-12%	3%
